Screening data: PubChem BioAssay, Sanford-Burnham Center for Chemical Genomics
CXCR6 block: inhibitors of human CXCR6 receptor; CHO-K1 PathHunter CXCR6 beta-arrestin, luminescence; inhibition, % at 20 µM; O00574; hit rate 0.36% among 360,000; in the data active = inhibition above about 34%, passing the limit was not always enough;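 also: antagonist mode with CXCL16 agonist at 10 nM final; 0% = 10 nM CXCL16 with DMSO and 100% = unstimulated wells without agonist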
697 NFkB inh: lowers PMA/ionomycin-induced NF-kB signal in 697 B cells | 697 B-cell NF-kB luciferase reporter, 16 h | inhibition, % at 4 µM | hit rate 0.33% among 330,000 | AID 435022; in the data active = inhibition above about 35%
Jurkat NFkB inh: inhibitors of the PMA/ionomycin-induced NF-kB reporter in Jurkat cells; PMA/ionomycin-induced NF-kB luciferase reporter, luminescence; inhibition, % at 4 µM; hit rate 0.53% among 330,000; in the data active = inhibition above about 50%
EBI2 block: EBI2 (human) antagonism. inhibition, % at 5 µM. AID 651636. P32249. hit rate 0.81% among 360,000. EBI2 beta-arrestin recruitment, luminescence, 7a,25-OHC stimulated; in the data active = inhibition above about 38%;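 also: enzyme fragment complementation signal reports receptor beta-arrestin coupling in cells; 0% = agonist plus DMSO wells and 100% = wells without agonist; some results beyond the cut were filed as inactive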
CCR6 antag: antagonists of human CCR6 receptor. hit rate 0.49% among 340,000. P51684. inhibition, % at 20 µM. CHO-K1 CCR6 PathHunter beta-arrestin, luminescence, CCL20-stimulated;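 active = compounds whose inhibition of the agonist-driven luminescence signal at 20 µM reaches about 50%, limit read from the data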;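 also: cells stimulated with CCL20 at 14 nM final; plate controls were DMSO with CCL20 for no effect and DMSO without agonist for full effect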
Gli-Sufu antag: blocks Gli-Sufu signaling in a luciferase reporter | Sufu-KO-LIGHT fibroblasts, Gli luciferase reporter luminescence | inhibition, % at 5 µM | hit rate 0.74% among 340,000 | AID 588413;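 active = inhibition above about 55%, limit read from the data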;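 also: 0% = DMSO-treated cells and 100% = wells with medium but no cells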
CHOP UPR activ: activators of apoptotic arm of unfolded protein response (CHOP); activation, % at 10 µM; hit rate 0.34% among 330,000; CHO-CHOP luciferase reporter, UPR activation, luminescence; percent of tunicamycin response over DMSO baseline; AID 449763;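 active = at 10 µM dose, activation of 40% or more, normalized to positive control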;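 also: 100% = tunicamycin at 10 µg/mL and 0% = DMSO alone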
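Dosing – one dose, 10 µM in 0.5% DMSO · System – CHO-CHOP cells, stable luciferase reporter of PERK-eIF2a-CHOP signalling · Input – 500 cells/well · Control set – tunicamycin 10 µg/mL final as positive, DMSO-only wells as negative · Timing – 6 h compound treatment, 37 °C · Measure – % activation vs tunicamycin · Technique – luminescence read with Steady-Glo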
Mdm2-MdmX inh: inhibitors of human Mdm2/MdmX interaction; SaOS-2 split-luciferase Mdm2/MdmX complementation, luminescence; AID 485346; hit rate 3% among 330,000; inhibition, % at 8 µM;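 active = inhibition of at least 50% at 8 µM in the primary screen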
Target sequence (O15151 whole entry, looked up): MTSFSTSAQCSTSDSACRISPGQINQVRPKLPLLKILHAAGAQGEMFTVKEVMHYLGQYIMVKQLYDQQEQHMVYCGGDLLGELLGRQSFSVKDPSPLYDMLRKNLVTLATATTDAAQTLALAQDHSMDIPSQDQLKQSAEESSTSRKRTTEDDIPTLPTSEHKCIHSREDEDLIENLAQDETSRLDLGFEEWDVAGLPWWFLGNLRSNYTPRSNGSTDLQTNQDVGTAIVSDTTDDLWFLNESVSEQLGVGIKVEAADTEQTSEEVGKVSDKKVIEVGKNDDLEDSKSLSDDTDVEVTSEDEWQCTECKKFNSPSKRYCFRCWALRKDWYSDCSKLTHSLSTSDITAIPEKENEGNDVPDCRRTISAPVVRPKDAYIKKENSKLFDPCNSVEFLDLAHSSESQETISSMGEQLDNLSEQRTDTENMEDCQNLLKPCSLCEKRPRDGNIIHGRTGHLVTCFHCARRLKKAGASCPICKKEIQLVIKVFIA
Target sequence (Q00987 whole entry, looked up): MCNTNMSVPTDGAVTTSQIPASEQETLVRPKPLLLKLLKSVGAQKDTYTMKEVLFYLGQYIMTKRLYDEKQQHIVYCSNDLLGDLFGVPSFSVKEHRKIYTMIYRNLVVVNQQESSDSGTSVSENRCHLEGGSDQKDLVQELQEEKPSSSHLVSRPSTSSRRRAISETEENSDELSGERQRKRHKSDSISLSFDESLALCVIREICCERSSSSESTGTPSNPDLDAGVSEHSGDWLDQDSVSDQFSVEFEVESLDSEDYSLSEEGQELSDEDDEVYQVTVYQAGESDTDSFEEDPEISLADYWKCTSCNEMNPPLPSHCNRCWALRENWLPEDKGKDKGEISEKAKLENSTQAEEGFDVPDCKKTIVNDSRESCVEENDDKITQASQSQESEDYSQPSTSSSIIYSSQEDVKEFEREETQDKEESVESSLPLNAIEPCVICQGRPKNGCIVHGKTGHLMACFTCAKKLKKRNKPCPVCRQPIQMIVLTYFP
UPR XBP1 act: adaptive UPR (XBP1) activation. CHO-XBP1 luciferase reporter, IRE1-XBP1 UPR activation, luminescence; percent of tunicamycin response, DMSO as zero. hit rate 0.33% among 330,000. AID 463104. activation, % at 20 µM;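 active = versus positive control, 20 µM dose yields 30% or more activation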;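 also: 100% = tunicamycin at 10 µg/mL and 0% = DMSO only wells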
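assay system = CHO-XBP1 luciferase reporter cells | amount = 1000 cells/well | buffer or medium = F12 plus 10% FBS | compound dosing = single point, 20 µM final compound, 1% DMSO | incubation = 16-18 h cell attachment at 37 °C, then 6 h compound exposure | detection = Steady-Glo luminescence read | controls = tunicamycin 10 µg/mL and vehicle-only wells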
The depositor's hits bear a star; i = inactive; x = no result given.

SMILES	CXCR6 block	697 NFkB inh	Jurkat NFkB inh	EBI2 block	CCR6 antag	Gli-Sufu antag	CHOP UPR activ	Mdm2-MdmX inh	UPR XBP1 act
COc1ccc(OCC(=O)NC(=S)Nc2ccc(S(=O)(=O)Nc3cc(C)on3)cc2)cc1	4	2	7	4	21	-18	1.9	13	-3
Cc1cc(C(=O)CN2C(=O)NC3(CCCCC3)C2=O)c(C)n1C	-8	-19	-11	-5	-2	-17	1.1	-9	-1
COc1ccc(/C=C2/SC(=O)N(CCNC(=O)CC(NC(C)=O)c3ccccc3)C2=O)cc1 (stereo unspecified)	-2	7	-12	16	16	-4	7.1	-21	6
CCOC(=O)/C=C1/SCC(=O)N1CC(=O)Nc1ccc2c(c1)CCC2	6	x	x	-3	7	-5	x	x	x
C=CCC1(CC=C)CCCN1C(=O)CC1C(=O)NCCN1Cc1cccc(OC)c1OC (stereo unspecified)	1	-3	-1	-1	6	3	1.4	-6	-1
CCOC(=O)N1CCN(C(=O)COc2ccccc2Cl)CC1	-10	2	3	8	-5	6	2.4	-6	2
COc1ccc(OC)c(C(c2nnnn2Cc2ccco2)N2CCN(C)CC2)c1 (stereo unspecified)	5	11	-5	0	-6	-3	2.2	-18	-1
CCOc1ccc(C(C)=O)cc1COc1cccnc1[N+](=O)[O-]	10	-11	54*	15	17	-27	0.2	58*	-7
CCn1c(CSc2ncccn2)nnc1SCC(=O)N1CCCCC1	7	-4	1	0	12	-5	0.8	0	3
O=C(CNc1ccc(Br)cc1)NC(=O)NC1CCCCC1	-4	17	14	9	28	-5	1.3	2	-1
CC1CCCCN1C(=O)CSc1nc(-c2ccccc2)cc(=O)[nH]1 (stereo unspecified)	2	-2	-3	5	-2	7	-0.6	27	-2
COC(=O)Nc1ccc2c(c1)OCO2	-11	2	2	-4	-5	-5	1.2	-17	3
CCc1ccc(CCC(=O)Nc2nnc(CC)s2)o1	2	1	4	-8	21	-11	-0.8	2	-1
O=C(Nc1nnc(-c2ccc(Cl)s2)o1)C1CC1	-10	0	-2	-16	11	-7	-0.6	20	3
CC(NC(=O)COC(=O)C12CC3CC(CC(O)(C3)C1)C2)c1ccccc1 (stereo unspecified)	-1	-19	-8	-1	8	13	0.5	0	2

One compound at a time (already shown). Order of screens: CXCR6 block | 697 NFkB inh | Jurkat NFkB inh | EBI2 block | CCR6 antag | Gli-Sufu antag | CHOP UPR activ | Mdm2-MdmX inh | UPR XBP1 act
O=C(CNc1ccc(Br)cc1)NC(=O)NC1CCCCC1 across the screens: -4 | 17 | 14 | 9 | 28 | -5 | 1.3 | 2 | -1
CC(NC(=O)COC(=O)C12CC3CC(CC(O)(C3)C1)C2)c1ccccc1 (stereo unspecified) across the screens: -1 | -19 | -8 | -1 | 8 | 13 | 0.5 | 0 | 2
COC(=O)Nc1ccc2c(c1)OCO2 across the screens: -11 | 2 | 2 | -4 | -5 | -5 | 1.2 | -17 | 3
COc1ccc(OCC(=O)NC(=S)Nc2ccc(S(=O)(=O)Nc3cc(C)on3)cc2)cc1 across the screens: 4 | 2 | 7 | 4 | 21 | -18 | 1.9 | 13 | -3
Cc1cc(C(=O)CN2C(=O)NC3(CCCCC3)C2=O)c(C)n1C across the screens: -8 | -19 | -11 | -5 | -2 | -17 | 1.1 | -9 | -1

More entries.
SMILES	CXCR6 block	697 NFkB inh	Jurkat NFkB inh	EBI2 block	CCR6 antag	Gli-Sufu antag	CHOP UPR activ	Mdm2-MdmX inh	UPR XBP1 act
CCOC(=O)Cc1cc(-c2ccc(O)cc2)nc2ccc3ccccc3c12	2	-27	2	0	4	-30	5.9	31	7
O=C(NCc1ccccc1Cl)C1CCCN1C(=O)NCc1ccccc1 (stereo unspecified)	-10	16	5	8	21	6	1.4	25	-4
O=[N+]([O-])c1ccc(NN=C2CCCCC2)c([N+](=O)[O-])c1	-11	x	x	-9	6	1	x	x	x
O=C(Cn1cnc(S(=O)(=O)N2CCCCC2)c1)Nc1ccc(OC(F)(F)F)cc1	5	-32	-7	-6	5	-11	-0.3	19	-4
O=C(NC1CCCC1)C1CCN(C(=O)c2ccc(Cl)cc2)CC1	1	-4	-4	-3	6	-9	0.6	-1	-2
O=C(CC(=O)Nc1ccccn1)Nc1ccccn1	-5	-6	-8	-1	-11	4	0.2	-21	2
Cc1ccc(NC(=O)CSc2nc3ncc(Cl)cc3[nH]2)c(C)c1	1	-8	0	-18	14	-13	2.2	29	-2
COc1cccc(-c2cc(C(=O)N3N=C(C)CC3(O)C(F)F)c3ccccc3n2)c1 (stereo unspecified)	-2	-5	-3	3	10	-3	-1.0	5	3
CC(C)CCOc1ccc(C(=O)O)cc1	9	5	4	1	-24	2	1.9	-4	-1
COC(=O)c1ccccc1S(=O)(=O)N1CCn2cccc2C1C (stereo unspecified)	-10	11	12	1	12	3	-0.7	16	-1
CCN1CCN(C(C(=O)NC2CCCCC2)c2ccc(Cl)cc2)CC1 (stereo unspecified)	-7	9	4	-6	-5	17	0.2	5	0
CCOC(=O)C1=CNS(=O)(=O)NC1c1ccc(C#N)cc1 (stereo unspecified)	-3	22	x	-9	16	-3	2.3	12	0
O=C(CSc1ccccc1C(=O)O)NC1CCCCCCC1	-4	3	7	0	-1	5	0.2	-35	-3
C/C(=C\C(=S)Nc1ccccc1)Nc1cccc2ccccc12	15	-24	-12	1	39	0	3.8	47	9
Cn1cc(Br)c(C(=O)Nc2sc3c(c2C(N)=O)CCC3)n1	-1	-2	-40	-1	12	-25	10	-11	6
COC(=O)c1oc2nc(C)cc(C)c2c1N	3	4	7	-8	3	0	2.4	-12	1
CN(C)CCNC(=O)c1ccc(Cl)c2cc3ccccc3nc12	4	x	x	5	25	22	x	x	x
CCOC(=O)C1=C(COC(=O)c2cc(S(=O)(=O)N(C)C)ccc2C)NC(=O)NC1C (stereo unspecified)	-4	1	7	-4	-5	10	-0.2	7	0
Cc1cc(N(CC(=O)O)S(C)(=O)=O)ccc1Br	10	13	-6	1	-10	-3	-1.0	-1	-6
CC(C)Cc1ccc(CN2CCCC(NC(=O)CCn3cnnn3)C2)cc1 (stereo unspecified)	-2	3	14	4	5	7	0.6	11	-3
CC(=O)c1cccc(NC(=O)C(C)OC(=O)CCN=C2NS(=O)(=O)c3ccccc32)c1 (stereo unspecified)	1	0	-3	3	9	-12	-1.4	-4	1
CCCc1cn(S(=O)(=O)c2ccc(OC)cc2OC)nc1N	-8	11	0	-2	11	-3	-0.6	20	-1
COC(=O)Cc1c(C)nc2nc(NCc3cccc([N+](=O)[O-])c3)[nH]n2c1=O	3	13	-5	0	-21	-9	-1.2	7	-1
Cc1ccc(CCN2CC(C(=O)NC(C)C)CC2=O)cc1 (stereo unspecified)	3	-4	-8	-14	14	25	-0.3	-8	-2
COc1ccc(C(=O)NCc2nnc(SCC(=O)Nc3cccc(OC)c3)o2)cc1	-1	7	-3	1	9	-5	-1.2	20	-4
Cc1cccc(C(=O)NCC(=O)N(C)Cc2nc3ccccc3c(=O)[nH]2)c1	-12	17	-8	-3	11	2	1.2	16	0
O=C(COC(=O)/C=C/c1ccc([N+](=O)[O-])cc1)NC1CCCCC1	-8	-27	-13	-6	8	-2	0.3	-30	2
O=C(CCCCCn1c(SCC(=O)c2ccccc2)nc2ccccc2c1=O)NCc1ccco1	4	5	-6	12	12	-1	-0.8	21	-1
CN1CCN(Cc2c(O)ccc3c2oc(=O)c2ccccc23)CC1	8	8	-23	2	17	0	-0.4	7	0
C=CCOc1ccc(Br)cc1/C=C1/SC(=Nc2ccc(C(=O)O)cc2)NC1=O	15	x	x	11	18	4	x	x	x
Cc1cccc2nc(COc3ccc(-c4ccccc4)cc3)cn12	x	i	-27	x	x	x	7.6	63*	2
Cc1ccccc1NC(=S)N1CCN(Cc2ccc3c(c2)OCO3)CC1	-3	0	0	-1	12	-3	9.2	21	-3
COc1ccc(Sc2nnc(Cc3ccccc3)c3ccccc23)cc1	20	-15	-9	5	22	8	2.0	72*	-2
O=C(Nc1ccc(F)cc1)c1cnc(-c2ccccc2)nc1-c1ccccc1	4	-16	4	14	3	5	1.3	-19	5
COc1cc2c(cc1OC)C(c1cccs1)N(C(=O)c1cccnc1)CC2 (stereo unspecified)	-4	-29	39	10	20	4	-0.1	56*	0
COC(=O)c1c(NC(=O)CSc2nc3ccccc3c(=O)n2-c2ccccc2)sc(C)c1C	7	-6	-8	7	15	-1	0.1	30	-4
C1CN=C(NC23CC4CC(CC(C4)C2)C3)C1	1	2	-5	-5	12	1	-0.9	6	-3
COc1ccc(CNC(=O)COC(=O)c2c[nH]c(=O)[nH]c2=O)cc1OC	16	-12	-16	-7	13	-8	-4.4	31	0
O=C(c1cccc(C(F)(F)F)c1)C1CCCN(C(=O)Cn2cncn2)C1 (stereo unspecified)	0	4	12	3	-7	-5	1.7	-3	-2
O=C(CSc1nc(=O)n2ccccc2n1)N1CCN(c2ccccc2)CC1	2	-9	-9	-16	3	-7	-0.5	13	-1
COc1ccccc1COCC(O)CN1CCN(S(=O)(=O)c2cccc(F)c2)CC1 (stereo unspecified)	3	13	6	9	-2	2	-1.0	12	0
CCOC(=O)C1=C(C)NC(C)=C(C(=O)OCC)C1c1cccc(C)n1	-6	-14	-9	-11	-5	8	0.9	7	0
CC(C)(Oc1ccc(CCNC(=O)c2ccc(Cl)cc2)cc1)C(=O)O	4	13	-4	-9	7	3	-0.1	-23	-4
COc1ccccc1NC(=O)CSc1nnc(CNC(=O)c2cccs2)o1	3	2	3	1	10	-9	1.4	-3	-7
O=C1CCN(Cc2ccc([N+](=O)[O-])cc2)CCN1[C@H](CO)c1ccccc1	0	-20	-2	-3	-3	-9	-0.3	-3	1
COc1ccc(CN2CNc3nc4ccccc4n3C2)cc1	1	2	6	2	3	32	-0.4	5	1
CCc1ccccc1Nc1cc(C(=O)NCc2ccccn2)c2ccccc2n1	-4	8	4	6	5	7	0.4	12	0
COCCn1nnnc1SCC(=O)NCc1ccc2c(c1)OCO2	-6	-5	-2	-16	-5	-3	-1.2	15	-3
NC(=O)NC(c1ccccc1)c1ccccc1F (stereo unspecified)	1	0	-2	4	-9	2	1.1	3	2
Cn1cccc1C(=O)NC(=O)CSc1nnc(C2CC2)n1-c1ccccc1	-8	24	14	-8	-8	8	0.9	14	-2
CCCN(CC(=O)Nc1ccccc1C)C(=O)c1ccc(N2CCCCC2)c([N+](=O)[O-])c1	11	14	15	4	10	3	-0.5	16	-4
Cc1ccc(N2Cc3ccccc3OC(C)C2=O)cc1 (stereo unspecified)	4	-15	-12	9	-1	-7	-1.9	-2	-3
CCc1ccc2c(c1)C(=O)c1ccccc1C2=O	-16	-71	-73	2	-6	-48	4.1	-58	7
O=C(OC1C2CCC1C1CN(CCc3ccccc3)CC12)c1ccccc1 (stereo unspecified)	0	-39	7	12	13	15	0.8	13	-1
CC(=NNC(=O)CSc1nc2ccccc2o1)c1ccco1	2	-39	-99	-1	15	-24	-0.4	-96	2
CC(=O)Nc1n[nH]c(=S)s1	0	x	x	-9	-11	-24	x	x	x
CC(C)[C@H](NC(=O)N1CCC(Cc2ccccc2)CC1)C(=O)O	-2	15	-4	3	8	4	-0.2	9	-4
O=C(O)Cc1ccc2c(c1)N(S(=O)(=O)c1cccc(C(F)(F)F)c1)CC(C(=O)O)O2 (stereo unspecified)	-1	13	6	-6	-5	8	-0.8	6	1
O=C(Cc1ccccc1)NCC1CCCO1 (stereo unspecified)	-5	-3	-2	-6	0	14	-0.1	12	0
